High-throughput results deposited in PubChem by several laboratories.
Peg3 prom inh: reduces Peg3 promoter-driven luciferase expression in HeLa | HeLa PEG-Prom luciferase reporter, luminescence, overnight | inhibition, % at 20 µM | 1.7% of 360,000 active | AID 588405;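 active means inhibition of at least 50% at 20 µM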
HIF-2a inh: blocks HIF-2a reporter activity | 786-0 RCC cells HIF-2a reporter, luciferase luminescence, overnight | AID 624352 | 0.72% of 360,000 active | inhibition, % at 18.8 µM;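 active means inhibition of the luminescence signal of 40% or more relative to plate controls, in a single-dose primary screen at 18.75 µM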
NR2E3 ag-1: activates human photoreceptor nuclear receptor NR2E3; Q9Y5X4; GST-NR2E3/biotin-RetCOR TR-FRET, 1536-well; inhibition of corepressor binding, % at 4.78 µM; 0.12% of 320,000 active; AID 2300;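 active means percent inhibition above the cutoff of mean plus 3 SD of all tested compounds, set per screening campaign, cut at about 20% in these data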;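 further: 0% = DMSO wells and 100% = biotin wells as full block of FRET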
Target sequence (Q9Y5X4 whole entry, looked up): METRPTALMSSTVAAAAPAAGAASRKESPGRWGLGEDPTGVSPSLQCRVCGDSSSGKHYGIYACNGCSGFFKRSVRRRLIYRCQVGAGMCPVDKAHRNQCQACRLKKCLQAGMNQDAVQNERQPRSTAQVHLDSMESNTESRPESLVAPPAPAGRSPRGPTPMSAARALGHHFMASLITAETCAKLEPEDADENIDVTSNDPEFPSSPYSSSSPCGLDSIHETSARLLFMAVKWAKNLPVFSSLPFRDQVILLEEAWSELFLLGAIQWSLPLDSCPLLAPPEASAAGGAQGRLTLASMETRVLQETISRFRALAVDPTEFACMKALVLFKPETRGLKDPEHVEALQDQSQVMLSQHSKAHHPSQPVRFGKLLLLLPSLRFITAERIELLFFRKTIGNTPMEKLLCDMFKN
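System: GST-tagged NR2E3 plus biotinylated RetCOR corepressor; Buffer or medium: pH 7.5 Tris-based buffer; Probe or stimulus: RetCOR corepressor, biotinylated, 7 nM; Doses: compound at 4.8 µM, single dose; Schedule: 5 h incubation at 4 °C; Technique: time-resolved FRET; Evaluation: percent inhibition of TR-FRET ratio; Replication: one well per compound, singlicate testing.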
CaV13 FRET inh: Disruptors of the CACNA1D IQ motif to Ca2+-dependent inactivation inhibitor domain association, primary screening, Förster resonance energy transfer in intact living … | HEK cells, CFP/YFP FRET ICDI-IQ, plate reader, 10 min; percent FRET-ratio fall versus neutral wells | inhibition, % at 12.3 µM | 0.098% of 340,000 active | AID 743397;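 active means mean replicate inhibition of at least 30% and at least 1% of replicates passing that level; inconclusive means only one of the two criteria is met; inactive means neither criterion is met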;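 further: 0% = median of the neutral control wells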
MITF TRPM1 inh: inhibitors of MITF-driven TRPM1 promoter in melanoma cells; SK-MEL-5 TRPM1 promoter luciferase, 24 h; inhibition, % at 12.5 µM; 0.83% of 330,000 active; AID 488899;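 active means mean inhibition across replicates of 60% or more, whatever share of single replicates reaches that level; inconclusive means some that reach 60%, reason not given; inactive means mean inhibition across replicates below 60%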; further: values of inactives mirror those of a sister screen read the other way
PDI inh: inhibitors of human protein disulfide isomerase; PDI insulin aggregation turbidity, A650, 90 min; AID 588391; P07237; inhibition, % at 10 µM; 0.052% of 350,000 active;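 active means mean inhibition across replicates of 30% or more, whatever share of single replicates reach that level; inconclusive means mean inhibition below 30% while every single replicate reaches 30%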;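 further: absorbance from insulin aggregation driven by PDI reduction with DTT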
Target sequence (P07237 whole entry, looked up): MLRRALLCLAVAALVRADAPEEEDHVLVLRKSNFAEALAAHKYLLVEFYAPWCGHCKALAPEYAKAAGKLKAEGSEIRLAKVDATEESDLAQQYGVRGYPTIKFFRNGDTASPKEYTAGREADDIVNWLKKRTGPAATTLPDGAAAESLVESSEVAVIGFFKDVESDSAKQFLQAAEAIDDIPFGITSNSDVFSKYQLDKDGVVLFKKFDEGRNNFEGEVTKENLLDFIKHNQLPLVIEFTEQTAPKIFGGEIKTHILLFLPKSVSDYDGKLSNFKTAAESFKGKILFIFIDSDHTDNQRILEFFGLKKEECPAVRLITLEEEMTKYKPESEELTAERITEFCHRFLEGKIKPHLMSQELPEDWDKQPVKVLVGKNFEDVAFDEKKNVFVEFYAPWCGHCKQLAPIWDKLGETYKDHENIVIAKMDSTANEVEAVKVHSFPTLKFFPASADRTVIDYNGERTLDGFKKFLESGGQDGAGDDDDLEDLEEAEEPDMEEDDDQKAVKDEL
CF NFkB inh: cystic fibrosis NF-kB activation inhibition | KKLEB NF-kB-GFP reporter, PAF-induced, GFP fluorescence overnight | 0.86% of 360,000 active | inhibition, % at 5 µM | AID 588850;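 active means at least 50% inhibition at 5 µM, scaled per plate between neutral and stimulator controls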;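 further: PAF is a Pseudomonas aeruginosa culture filtrate used as stimulus; plate controls were PAF-stimulated DMSO wells for no effect and unstimulated DMSO wells for full effect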
Vif imaging: HIV Vif inhibition; HEK293T cells, Vif self-association by quenched fluorescence, imaging, 24 h; inhibition, % at 7.49 µM; 0.35% of 340,000 active; in the data active means inhibition above about 50%, passing the limit was not always enough; inconclusive means no clear call, values can overlap the other calls; inactive means below about 31%; further: some results filed as inactive read as strong as hits
Shn3 inh set2: inhibitors of Schnurri-3 3'UTR reporter in osteoblasts | Clone20 osteoblast Shn3 3'UTR firefly luciferase, 24 h | inhibition, % at 12.5 µM | 0.52% of 360,000 active | AID 588674;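 active means mean inhibition of at least 75% with every replicate also reaching 75%; inconclusive means mean inhibition at least 75% but some replicate below; inactive means mean inhibition below 75%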;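 further: 0% = median of neutral control wells and 100% = pilot-screen positive control compound; some compounds past the cut are filed as inactive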
KKLEB cytotox: CF airway cell cytotoxicity counter-screen; KKLEB CF airway cells viability, ATPlite luminescence, overnight; stronger effect = lower value; cells stimulated with P. aeruginosa culture filtrate; activity change (cytotoxicity), % at 5 µM; 0.36% of 360,000 active; AID 602141;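 active means corrected activity change at or below -50% at 5 µM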
NR2E3 ag-2: agonists of human NR2E3 nuclear receptor | 0.35% of 360,000 active | inhibition of corepressor binding, % at 3.98 µM | AID 602229 | CHO-S Gal4-NCOR/VP16-NR2E3 two-hybrid, luciferase | Q9Y5X4;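 active means inhibition above the mean of all tested compounds plus 3 SD, cut at about 70% in these data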;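 further: 0% = DMSO with NR2E3 transfected cells and 100% = cells lacking NR2E3 construct; higher means lower luciferase signal from less NR2E3 corepressor binding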
An asterisk follows results filed as active; ? = inconclusive; . = not tested or not shown.

Fields: CaV13 FRET inh	Shn3 inh set2	MITF TRPM1 inh	NR2E3 ag-2	Vif imaging	KKLEB cytotox	HIF-2a inh	Peg3 prom inh	CF NFkB inh	NR2E3 ag-1	PDI inh
Cc1ccc(C(=O)CCC(=O)CCC(=O)O)cc1
  -11	-1	5	-13	8	-19	3	4	15	3	8
OC(c1ccccc1)c1cccnc1 (stereo not drawn)
  -5	-3	1	-30	-1	6	13	8	10	4	-2
O=C(CN(C(=O)CNC(=O)c1cccs1)c1ccc2c(c1)OCCO2)NC1CCCC1
  -4	2	1	-12	26	5	6	-18	-4	4	-13
Cc1ccc(Nc2c([N+](=O)[O-])c(=O)oc3ccccc23)cc1
  1	10	36	-16	0	-10	9	22	10	3	15
CC1Cc2cc(/C(O)=C3/C(=O)C(=O)N(Cc4cccnc4)C3c3cccc(O)c3)ccc2O1 (stereo not drawn)
  -7	-8	2	-6	11	-2	-1	-27	-20	6	12
Cc1ccc(C(=O)N2CCc3ccccc32)o1
  -2	-61	-43	-61	1	7	-175	-189	-32	2	-5
CC1CCN(CCCOc2ccc(OCc3ccccc3)cc2)CC1
  -4	-7	-43	1	?	-4	-130	-69	9	1	-4
CCCCC1=CC2=C(c3ccco3)C(=O)C(C)(OC(=O)c3ccc(OC)cc3)C(=O)C2=CN1CCOC (stereo not drawn)
  -9	3	4	1	-1	-13	6	-10	16	0	5
COc1ccc(-c2cc(C(F)(F)F)nc(-n3cc(Br)cn3)n2)cc1
  -4	-2	2	-2	.	18	-12	-11	-20	1	-2
CCOc1ccccc1NC(=O)C(OC(=O)c1cnc(C)cn1)c1ccccc1 (stereo not drawn)
  -10	-11	.	-55	1	-2	2	-15	9	.	1
CC(C)(C)N(NC(=O)c1ccccc1)C(=O)c1ccc(C(=O)N(NC(=O)c2ccccc2)C(C)(C)C)cc1
  -4	-6	9	0	-9	5	20	17	-13	3	-6
COc1ccccc1CN1CC(C(=O)NCCSc2nnnn2C)CCC1=O (stereo not drawn)
  -6	-12	7	2	.	1	5	17	31	2	-2
O=S(=O)(Nc1ccc(-c2nc3cccnc3s2)cc1)c1ccccc1F
  10	-66	-23	-10	-3	-3	-160	-116	15	-3	-7
CCOC(=O)c1ccc(S(=O)(=O)NNC(=O)COc2cccc(C)c2)cc1
  -19	4	5	13	12	-2	-14	-6	14	-3	-11
CC(=O)c1ccc(NC(=O)COc2ccc3c(c2)OCO3)cc1
  -2	4	-11	-21	8	1	-39	-38	4	2	10
COc1ccc(NC(=O)COc2ccc(C(=O)OCC(=O)N(C(C)C)C(C)C)cc2OC)cc1
  -1	-5	-2	-1	-4	-4	6	3	18	1	-1
COc1ccccc1NC(=O)Nc1nc(CC(=O)NCc2cccnc2)cs1
  -7	0	2	-12	2	6	-1	3	2	-2	-5
CCOc1cc(N2C(=O)CC3CS(=O)(=O)CC32)c(OCC)cc1NC(=O)c1ccccc1 (stereo not drawn)
  0	-15	1	-2	-4	1	14	6	-4	1	2
COc1cc2c3c(c1)C(C)CC(C)(C)N3C(=O)C2=O (stereo not drawn)
  -4	-2	14	-15	-4	6	21	38	10	-1	1
CCN(CC)CCCN(Cc1cc2cc(OC)c(OC)cc2[nH]c1=O)C(=O)Nc1ccccc1
  -6	-6	-1	-2	-26	-1	-39	-33	1	-3	2
CCOC(=O)C1CCCN(c2nc3ccccc3nc2C(C#N)C(=O)OC(C)C)C1 (stereo not drawn)
  -17	-8	-7	-1	-3	2	27	27	18	3	-3
CCCn1c(SCC(=O)Nc2cc(C)on2)n[nH]c1=O
  -5	-15	2	-6	20	-8	15	6	11	.	-3
NC1=NC(=O)C2(COC(c3cccc([N+](=O)[O-])c3)OC2)S1 (stereo not drawn)
  -7	-4	-3	19	3	1	7	12	0	-1	12
COc1ccc(-c2nc(N)nc(C(F)(F)F)c2-c2ccccc2OC)c(O)c1
  -1	22	7	2	-2	4	11	12	-1	-3	-6
COc1ccc(N(CC(=O)NCCc2ccccc2)C(=O)CCC(=O)Nc2nccs2)cc1
  -5	-3	8	-7	-2	-16	12	-1	-17	3	-5
COC(=O)c1nc(N)sc1-c1ccc(OC)cc1
  -5	-13	6	-14	-1	-5	5	1	4	3	2
Cc1cccc(N2CCN(C(=O)c3cnn4c(C(F)F)cc(-c5ccccc5)nc34)CC2)c1C
  -5	0	-28	-28	-11	-12	9	2	24	3	10
CC(=O)c1ccc(NC(=O)CSc2nnc(Cc3cccn3C)n2-c2ccc(F)cc2)cc1
  -5	-16	1	-24	4	0	4	3	-6	0	.
O=C(Nc1cc(Cl)ccc1O)c1cc(-c2ccco2)on1
  -3	-99	-77	-41	-2	-3	-225	-328	-11	1	6
COc1ccc(CN2CCN(C(=O)c3ccc(S(=O)(=O)NCc4ccco4)cc3)CC2)cc1
  -5	12	20	1	-2	6	-2	17	16	.	-1
COc1cc(OC)cc(-c2c(C#Cc3ccsc3)c3cc(-c4ccc(OC)c(F)c4)ccc3n2C)c1
  -7	-28	-1	-13	0	3	-6	2	10	.	-3
CCN1CCN(CC(O)COc2ccc(Cl)cc2)CC1 (stereo not drawn)
  0	-2	-2	-7	9	-5	9	7	-9	4	-4
COc1ccc(NC(=O)/C(C#N)=C/c2ccc(Sc3nncn3C)c([N+](=O)[O-])c2)cc1
  10	-7	55	8	9	0	43*	26	12	-1	-7
Clc1ccc(-c2nc(Cc3ccccc3Cl)no2)cc1
  -7	-5	-57	-7	-4	12	-222	-158	7	-1	-8
CCOC(=O)c1c(NC(=S)NCCc2ccccc2)sc2c1CC(C(C)C)OC2 (stereo not drawn)
  -6	3	7	-59	-5	-36	3	28	60*	4	3
O=C(NCCN1C(=O)S/C(=C\c2cccnc2)C1=O)c1cccc(OC(F)F)c1
  -17	2	-4	-15	-11	-4	-1	-4	2	0	-3
CCCCCCCCCC1NC(C(=O)O)Cc2c1[nH]c1ccccc21 (stereo not drawn)
  -3	3	.	-19	4	0	13	2	10	.	3
CC(C)(Sc1cc(C(C)(C)C)c(O)c(C(C)(C)C)c1)Sc1cc(C(C)(C)C)c(O)c(C(C)(C)C)c1
  -5	7	4	8	3	5	10	12	-12	-1	-4
O=C1CC(Nc2ccccc2)C(=O)N1CCc1ccccc1 (stereo not drawn)
  -4	-2	-6	-10	-7	5	-15	-5	11	-2	-3
C(=N\n1cnnc1)/c1ccccc1OCCOc1ccccc1
  .	-28	-31	-10	-1	0	-35	-133	-4	0	0
O=C(CCNC(=O)Cn1ccc2ccccc2c1=O)NCC1CCCC1c1ccccc1 (stereo not drawn)
  7	21	16	-23	11	0	17	5	8	1	4
Cc1cc(C)c2oc(C(=O)Nc3ccc(S(=O)(=O)N4CCC(C)CC4)cc3)cc(=O)c2c1
  -6	79	16	24	6	-8	20	16	13	2	10
CCN(CC)C(=O)C(=O)N/N=C/c1cccs1
  .	-2	-8	-3	3	3	-10	-8	4	-1	-1
COc1cccc(C2/C(=C(\O)c3ccc4c(c3)OCCO4)C(=O)C(=O)N2CCCN2CCOCC2)c1OC (stereo not drawn)
  .	-17	-3	-26	-1	14	-1	1	4	6	3
O=C(NCCCc1ccccc1)c1cccc([N+](=O)[O-])c1
  -14	-10	-7	12	-6	0	-62	-14	23	-1	1
CCCCOc1ccc2c(c1)C(=O)c1cc(O)ccc1-2
  -6	-137	-80	-60	-4	7	-326	-308	-19	-1	-8
CN1C=CC=C/C1=C1\SC(=S)N(Cc2ccccc2)C1=O
  0	-15	7	4	-8	-3	2	5	13	2	-3
CCOc1ccc(NC(=O)CN2C(=O)CSc3ccc(S(=O)(=O)N4CCCC4)cc32)cc1
  -5	15	-1	7	-4	-6	1	-2	21	2	7
CCNC(=O)COC(=O)c1[nH]c(C)c(C(=O)OC)c1C
  -2	-38	-32	-60	-3	-1	-105	-94	3	4	1
CSc1ccc(-c2nnn(Cc3ccc(Br)cc3)n2)cc1
  -5	-16	-28	-64	26	0	-222	-144	-1	-1	6
CCOC(=O)C(C)(C)Sc1ncnc2nc[nH]c12
  -9	-13	-9	3	-8	-10	-7	9	5	-1	0
O=C(COc1ccc(Cl)cc1)NCCSCc1ccccc1Cl
  -5	-9	7	-10	5	-19	-21	0	7	-1	-6
Cc1cccnc1NC(=O)c1cccc(S(=O)(=O)N2CCCC2)c1
  -2	4	16	-1	-1	-3	19	4	11	-1	-9
CC(C)c1nnc(NC(=O)c2cc3cc(Br)ccc3oc2=O)s1
  -6	-5	-5	-6	1	7	-27	0	-10	4	-5
Cc1ccc(S(=O)(=O)NCCC(=O)OCC(=O)NC(=O)c2cccn2C)cc1
  -14	5	2	-10	4	-3	9	22	7	1	-5
COc1cc(OC)cc(C(=O)OCc2ccc([N+](=O)[O-])cc2)c1
  -4	6	-5	-26	2	5	4	5	-7	2	0
Cc1onc(-c2ccccc2Cl)c1C(=O)OCC(=O)N1CCN(c2ccccc2)CC1
  -6	6	0	-27	-4	-1	13	19	6	2	10
COc1cc(C(=O)N/N=C/c2coc3ccc(Cl)cc3c2=O)ccc1O
  -3	5	-6	3	-3	-15	19	0	61*	-3	3
CC(CCC(=O)O)C1CCC2C3CC(O)C4CC(O)CC[C@]4(C)C3CCC12C (stereo partly drawn)
  .	-9	-3	14	1	-4	6	7	16	.	.
Cc1ncoc1C(=O)N1CCCC(C(=O)c2cccc3ccccc23)C1 (stereo not drawn)
  1	-3	-1	-27	-1	-1	-22	-3	-9	0	9

Carrying on:
Fields: CaV13 FRET inh	Shn3 inh set2	MITF TRPM1 inh	NR2E3 ag-2	Vif imaging	KKLEB cytotox	HIF-2a inh	Peg3 prom inh	CF NFkB inh	NR2E3 ag-1	PDI inh
Cc1ccc(NC(=O)COC(=O)c2c(-c3ccccc3)noc2C)c(C)c1
  -9	14	8	13	5	3	4	7	-8	6	-3
Cc1ccc(-c2noc(C3CCCN(C(=O)c4ccc(Cl)cc4)C3)n2)o1 (stereo not drawn)
  -4	21	-11	-10	-5	-4	-41	-145	-10	2	13
Cc1nn2c(-n3ccnc3C)c3c(nc2c1-c1ccccc1)CCC3
  -9	0	1	-9	0	0	19	10	-18	3	2
COc1ccc(C2Nc3ccccc3C(=O)N2NC(C)=O)cc1OC (stereo not drawn)
  7	4	2	-9	-1	1	5	3	22	5	0
OC(CN1CCOCC1)(c1ccccc1)c1ccccn1 (stereo not drawn)
  -4	2	-31	-14	-3	7	3	0	-16	0	-2
